# From PubChem
# Smad3 inh: Smad3 (human) transcription factor binding inhibition; AID 630; actives 0.29% (n = 88,000); TR-FRET Smad3/Dy647-FoxH1 peptide binding, europium anti-His; inhibition, % at 25 µM;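 active = compounds that reduce the energy-transfer binding signal between the protein and its labelled peptide by more than half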;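 also: 0% = Smad3 plus labelled peptide maximal FRET and 100% = peptide-only background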
# Target sequence (P84022 whole entry, looked up): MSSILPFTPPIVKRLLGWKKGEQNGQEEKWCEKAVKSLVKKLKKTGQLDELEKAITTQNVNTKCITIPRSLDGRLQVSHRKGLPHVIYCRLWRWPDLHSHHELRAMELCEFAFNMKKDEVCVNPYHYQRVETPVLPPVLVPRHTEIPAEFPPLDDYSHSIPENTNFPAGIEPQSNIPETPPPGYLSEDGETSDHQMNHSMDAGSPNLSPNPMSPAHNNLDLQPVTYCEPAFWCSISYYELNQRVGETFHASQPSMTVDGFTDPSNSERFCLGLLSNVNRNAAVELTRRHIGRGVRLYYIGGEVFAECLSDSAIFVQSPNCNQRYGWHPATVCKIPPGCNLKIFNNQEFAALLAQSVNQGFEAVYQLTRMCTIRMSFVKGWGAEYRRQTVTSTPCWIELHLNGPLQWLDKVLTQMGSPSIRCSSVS
# sEH activator: soluble epoxide hydrolase (human) activation | actives 0.04% (n = 91,000) | P34913 | activation, % at 2 µM | AID 717 | purified human sEH enzymatic activity, activator screen; in the data active = activation above about 37%; also: values of inactives mirror those of a sister screen read the other way
# VCAM1 TNFa inh: reduces TNF alpha induced VCAM1 expression in HUVEC; AID 802; inhibition, % at 2 µM; actives 0.48% (n = 95,000); HUVEC TNFa-induced VCAM-1 immunofluorescence, high-content imaging;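 active = inhibition above the batch mean plus 3 SD, with images confirmed as a hit by eye, cut at about 37% in these data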;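 also: 0% = TNF-stimulated DMSO wells and 100% = unstimulated control wells; not every result past the cut was called active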
# sEH inh: inhibitors of human soluble epoxide hydrolase | P34913 | recombinant human sEH enzymatic activity assay | inhibition, % at 2 µM | actives 0.34% (n = 91,000) | AID 707; in the data active = inhibition above about 80%; also: values of inactives mirror those of a sister screen read the other way; many of its hits are not listed in these tables
# ERb SRC1 inh: blocks coactivator binding to human estrogen receptor beta | actives 1.3% (n = 86,000) | Q92731 | inhibition, % at 25.6 µM | TR-FRET ER-beta LBD / SRC1-Cy5 peptide binding; receptor agonist-loaded with 1 µM estradiol;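 active = compounds whose percent inhibition of the receptor-coactivator binding signal exceeds about 50% in the single-dose screen, limit read from the data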;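 also: 0% = receptor plus peptide wells without compound and 100% = peptide-only wells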
# Target sequence (Q92731 whole entry, looked up, the tested form may be a part): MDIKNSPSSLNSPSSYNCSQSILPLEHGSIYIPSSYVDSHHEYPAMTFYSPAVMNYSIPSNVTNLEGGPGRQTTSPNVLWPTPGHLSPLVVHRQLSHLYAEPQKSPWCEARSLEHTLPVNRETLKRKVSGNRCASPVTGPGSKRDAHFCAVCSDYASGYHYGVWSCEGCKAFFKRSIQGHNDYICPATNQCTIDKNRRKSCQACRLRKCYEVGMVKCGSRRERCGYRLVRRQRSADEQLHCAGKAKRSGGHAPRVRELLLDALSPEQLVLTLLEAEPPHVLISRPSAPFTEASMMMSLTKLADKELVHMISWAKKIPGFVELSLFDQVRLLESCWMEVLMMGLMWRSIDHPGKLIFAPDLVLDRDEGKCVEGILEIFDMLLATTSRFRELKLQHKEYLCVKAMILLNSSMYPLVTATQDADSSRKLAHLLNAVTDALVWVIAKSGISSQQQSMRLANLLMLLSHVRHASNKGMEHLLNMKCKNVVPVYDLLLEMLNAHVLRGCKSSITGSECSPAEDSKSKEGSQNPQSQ
# TNFa cytotox: toxic to HUVEC cells under TNF alpha stimulation; HUVEC TNFalpha-stimulated, Hoechst cell count, imaging; cell count reduction, % at 2 µM; actives 0.17% (n = 93,000); AID 848;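 active = cell count reduction exceeding the screen mean by over 5 SD, scaled to untreated wells per plate, cut at about 78% in these data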;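 also: cells counted after 24 h of TNF alpha exposure following the 1 h pretreatment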
# HUVEC tox IL1B: HUVEC cytotoxicity counter-screen, IL-1B stimulated; HUVEC cell count loss, Hoechst imaging; cell count reduction, % at 2 µM; actives 0.41% (n = 94,000);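 active = cell count reduction more than 3 SD above the screen-wide mean, cut at about 70% in these data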;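 also: normalized per plate to untreated control cells as the no-loss baseline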
# cytoskel mod: alters cytoskeleton assembly in HUVEC cells; HUVEC TNFa F-actin phalloidin imaging, high content; inhibition, % at 2 µM; actives 0.18% (n = 91,000); AID 836;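 active = inhibition above the batch mean plus 3 SD and confirmed as a hit by visual image inspection, cut at about 30% in these data, passing the limit was not always enough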; also: strong numbers were not always called active
# Calb biofilm kill: kills Candida albicans biofilms. C. albicans biofilm + clotrimazole, Alamar Blue. inhibition, % at 6 µM. actives 0.14% (n = 85,000). AID 834;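 active = inhibition above 20%; inactive = inhibition below 20%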;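 also: preformed 24 hr biofilms exposed to compound for 48 hr; 0% = biofilm without compound and 100% = blank killed by clotrimazole plus chlorhexidine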
# The depositor's hits bear a star; nt = no result given; [ ] = dose if it differs, or a comment. A portion of the library. The share of hits here may be higher or lower than overall.
SMILES,Smad3 inh,sEH activator,VCAM1 TNFa inh,sEH inh,ERb SRC1 inh,TNFa cytotox,HUVEC tox IL1B,cytoskel mod,Calb biofilm kill
O=C1CC(c2ccco2)CC(O)=C1C=NCCN1CCNCC1 (stereo unspecified),1,10,-1,-11,16,-14,-27,9,5
COC(=O)c1sccc1NC(=O)c1ccc2c(c1)OCO2,3,-5,23,6,24[fluorescence artefact?],-38,-24,8,6
CCC(=C(c1ccc(OC)cc1)c1ccc(OC)cc1)c1cn(CC(O)CN2CCN(C)CC2)c2ccccc12 (stereo unspecified),0,1,16,-5,36,-2,0,nt,-2
O=P(OC1CCCCC1)(OC1CCCCC1)C(O)c1ccccc1 (stereo unspecified),-7,-1,7,3,-4,-13,25,6,3
COc1ccccc1C(=O)N1CCN(S(=O)(=O)c2ccccc2)CC1,1,-4,-13,4,1,-5,-6,7,8
O=C(N/N=C\c1cc(Br)cs1)C1COc2ccccc2O1 (stereo unspecified),8,6,-6,-3,0,-2,5,6,3
CC(=O)c1ccc(NC(=O)Nc2ccc3c(c2)N(C)C(=O)CS3)cc1,2,-57,-3,57,0,-25,2,14,4
CCOC(=O)c1ccc2c(c1)nc(C)n2CC,1,13,0,-7,10,-27,9,2,10
COc1ccccc1OCC(=O)N(Cc1nc(-c2ccccc2)no1)C1CCCCC1,5,-12,25,15,-4,15,-2,6,10
Cc1ccc(C(=O)Nc2ccc3c(c2)OCO3)o1,6,4,4,-3,15,-23,-147,17,9
c1ccc(-c2nc3nonc3nc2-c2ccccc2)cc1,4,6,1,-6,-6,6,-28,-12,9
CCC(CC)C(=O)Nc1cccc(-c2nc3ccccc3o2)c1,8,4,-26,-5,-2[fluorescence artefact?],-30,-10,8,2
COc1cc(C(=O)Nc2ccc(S(=O)(=O)NC(C)C)cc2)cc(OC)c1OC,11,5,15,-5,0,5,21,-9,6
Cc1cc(C)c(OCCCCCNCCO)c(C)c1,-14,-8,17,3,6,-7,-17,nt,5
CC(Sc1ccccc1)C(=O)Nc1cccc(N(C)S(C)(=O)=O)c1 (stereo unspecified),-5,13,0,-14,-1,-12,-1,17,-2
COc1ccc(-c2cc(C(F)(F)F)c(C#N)c(SCC(=O)Nc3nc(C)co3)n2)cc1,nt,1,12,1,nt,nt,-11,-1,nt
Cc1cccc(-n2nc3c(c2NC(=O)c2ccc(Br)o2)CSC3)c1,6,3,-14,-4,0,-14,-70,4,2
O=c1cc(O)n(-c2ccc(Cl)cc2)c(=S)[nH]1,13,6,10,-5,0,-27,-8,11,5
COC(=O)CNS(=O)(=O)c1ccc(OC)cc1,12,-3,6,3,0,-4,-9,19,2
COc1ccc(CCNC(=O)C2CCCN(Cc3nc(-c4ccccc4C)oc3C)C2)cc1OC (stereo unspecified),10,-13,14,15,13,-7,28,nt,5
COc1ccc(OC)c(NC(=O)c2ccc(NS(C)(=O)=O)cc2)c1,7,2,-14,-3,7[fluorescence artefact?],-24,3,4,6
NC(=O)c1ccc(Cc2ncc(C(F)(F)F)cc2Cl)s1,nt,2,-22,0,nt,10,-17,-6,nt
O=C(NC1CCCC1)C1CCC(=O)N1C1CCCC1 (stereo unspecified),0,9,33,-9,3[fluorescence artefact?],19,-6,1,-4
N#CC1=C(N)c2ccccc2CC12CCCCC2,18,6,-10,-8,-8,5,-1,-10,4
Cc1ccc(S(=O)(=O)c2c(COC(=O)c3ccc(Cl)cc3)c(-c3ccccc3)nn2C)cc1,3,9,1,-12,0[fluorescence artefact?],8,nt,-12,5
CCC(C)(C)NC(=O)C(c1ccccc1)N(C(=O)c1csnn1)C1CC1 (stereo unspecified),-2,-4,20,3,-10,-15,-1,-9,-1
Cc1ccc2cccc(SCC(=O)N3CCOCC3)c2n1,-2,-5,4,4,2[fluorescence artefact?],-36,0,19,3
Cc1ccc(NC(=O)C2=C(O)CCn3c2nc2ccccc23)cc1,6,-5,14,7,12,-23,-1,-12,1
O=C(Nc1ccc(Cl)c(Cl)c1)N1CCSCC1,19[fluorescence artefact?],-82,-28,82*,-7,-16,-26,-10,9
Cn1cc(C(=O)c2ccc(Cl)cc2Cl)cc1C(=O)N/N=C(\N)COc1ccc(F)cc1,-2,8,6,-6,-5,-8,-12,11,5
O=C(Nc1ccccc1C(=O)N1CCOCC1)c1cccnc1,-6,5,8,-3,12,5,-9,19,4
O=C(O)c1cc(S(=O)(=O)NCc2ccco2)c(Cl)cc1Cl,5,13,4,-13,24,-21,26,-20,3
COc1nc(-c2ccc(Cl)cc2)ccc1-c1noc(-c2ccncc2)n1,-13[fluorescence artefact?],-4,12,6,41[fluorescence artefact?],-18,-15,14,-2
CSc1ccccc1NC(=O)c1cnccn1,6,-13,0,16,43,0,-36,-24,10
Cc1ccc(-n2c(CCc3ccccc3)nnc2SCC(=O)NCc2ccccc2)cc1C,-2,24,3,-24,-4,-21,-1,7,3
O=C(Nc1cccc(-c2nnc(-c3ccccc3)o2)c1)c1ccc(Br)o1,-1,-15,6,16,5[fluorescence artefact?],-17,-8,17,4
Cc1ccc(N(CN2C(=O)C3CC=CCC3C2=O)C(=O)c2ccco2)cc1Cl (stereo unspecified),-11,-3,-8,3,19,14,-9,-16,15
COc1ccc(NC(=O)CCSc2nnc(C)s2)cc1,-6,-6,1,8,6,-6,-19,-7,6
Cc1cccc(NC(=S)NC(NC(=O)OCc2ccccc2)C(Cl)(Cl)Cl)c1 (stereo unspecified),nt,3,4,-1,nt,-14,-10,-4,nt
COc1cccc(CN(Cc2ccco2)C(c2ccc(F)cc2)c2nnnn2C(C)(C)C)c1 (stereo unspecified),8,16,-7,-19,-4,4,1,-18,9
CC(C)OC(=O)c1nnc(-c2ccccc2)nc1OC(C)C,nt,1,5,1,nt,-4,-11,-26,nt
O=C(Nc1ccccc1)Nc1ccccn1,-6,4,-11,-6,12,11,-25,-6,-3
O=C(NCCNS(=O)(=O)c1ccccc1Cl)c1cc(OCC(F)(F)F)ccc1OCC(F)(F)F,nt,4,-4,-5,nt,-18,-15,-11,nt
COc1ccc2cc(C(c3nnnn3C3CCCCC3)N3CCCCCC3)c3nnnn3c2c1 (stereo unspecified),-31[fluorescence artefact?],15,-6,-16,3,18,17,-4,-2
O=c1c2ccsc2ncn1Cc1cccc(C(F)(F)F)c1,nt,-2,-25,0,nt,-47,-49,-1,nt
O=C(C1CCN(S(=O)(=O)c2ccc(-n3cnnn3)cc2)CC1)N1CCN(c2ccccc2)CC1,-3,7,nt,-9,-5,nt,2,nt,3
OC(CN1CCN(Cc2ccc3c(c2)OCO3)CC1)c1c[nH]c2ccccc12 (stereo unspecified),-8,0,-5,4,0,-12,-4,8,-1
CCn1c(SCCC(=O)Nc2ccccc2)nnc1-c1ccc(OC)cc1,1,12,10,-17,-7,14,-7,-2,3
Cc1ccc(S(=O)(=O)N2CCN(C(=O)N(C)C)CC2)cc1C,-6,4,11,-4,12[fluorescence artefact?],-4,2,-4,-1
Cc1ccc(N(CN2CCCC2=O)C(=O)c2ccc(OC(C)C)cc2)cc1,nt,5,62,-4,nt,79*,2,-10,nt
N#Cc1ccc(CSc2nnc(Nc3ccccc3)s2)cc1,9,-5,8,5,-9,-17,-2,-23,5
Cc1cccc(N2CCN(Cc3cc(=O)n4ccsc4n3)CC2)c1C,3,-3,12,4,10[fluorescence artefact?],4,-2,9,11
Cc1cc(O)c(/C=N/Nc2cccc(Cl)c2)c(=O)o1,nt,9,7,-8,nt,-6,18,11,nt
O=C(CC(NS(=O)(=O)c1ccc(Cl)cc1)c1ccco1)N1CCc2ccccc21 (stereo unspecified),31[fluorescence artefact?],9,1,-12,0,-11,nt,8,7
O=c1oc2c3c4c(cc2c2c1CCC2)OCCN4CCC3,-7,8,4,-5,12[fluorescence artefact?],-14,-29,12,4
Cn1c(=O)c(=O)n(C)c2cc(S(=O)(=O)N3CCCCC3)ccc21,5,9,-7,-6,-14,17,14,-16,3
Cc1c(C)c2cc(Cl)c(O)c(CN(C)C)c2oc1=O,1,14,-10,-10,7,-23,-2,-18,3
Cc1ccc(C)n1-c1ccc(-c2nnco2)cc1,4,14,-16,-14,35,-9,25,6,-7
CCN(CC)CCNC(=O)c1ccc(Cl)c(S(=O)(=O)Nc2ccccc2OC)c1,9,6,2,-5,-5[fluorescence artefact?],-2,-20,-8,4
Cc1ccc(S(=O)(=O)CC2CSc3nc(N)cc(=O)n32)cc1 (stereo unspecified),3,nt,21,nt,-6[fluorescence artefact?],-22,-5,0,6

# Record cards, as listed above. Order of values: Smad3 inh, sEH activator, VCAM1 TNFa inh, sEH inh, ERb SRC1 inh, TNFa cytotox, HUVEC tox IL1B, cytoskel mod, Calb biofilm kill
# `Cc1c(C)c2cc(Cl)c(O)c(CN(C)C)c2oc1=O` is listed as 1, 14, -10, -10, 7, -23, -2, -18, 3
# `N#Cc1ccc(CSc2nnc(Nc3ccccc3)s2)cc1` is listed as 9, -5, 8, 5, -9, -17, -2, -23, 5
# `Cc1ccc(N(CN2CCCC2=O)C(=O)c2ccc(OC(C)C)cc2)cc1` is listed as nt, 5, 62, -4, nt, 79*, 2, -10, nt
# `Cc1ccc(S(=O)(=O)CC2CSc3nc(N)cc(=O)n32)cc1` (stereo unspecified) is listed as 3, nt, 21, nt, -6[fluorescence artefact?], -22, -5, 0, 6

# Going on with the list.
SMILES,Smad3 inh,sEH activator,VCAM1 TNFa inh,sEH inh,ERb SRC1 inh,TNFa cytotox,HUVEC tox IL1B,cytoskel mod,Calb biofilm kill
O=C(Nc1ccon1)c1sc2cc(F)ccc2c1Cl,3[fluorescence artefact?],9,-1,-6,5,-15,-19,-3,nt
CC(C)N1C(=S)SC(C)(C)C1NO (stereo unspecified),-2,-6,6,4,0,-17,-77,-4,5
COC(=O)c1cccc(NC(=O)Cn2nnc3ccccc32)c1,4,-7,11,6,-2,-13,-1,54,2
Cc1ccc2nc(-c3ccc(N4C(=O)CC(N5CCCC(C)C5)C4=O)cc3)sc2c1 (stereo unspecified),nt,0,-3,2,nt,-42,10,19,nt
O=C(Nc1cccnc1)c1ccc(COc2ccccc2Br)o1,4,-7,-2,12,-16,nt,-21,-6,4

# Seven entries already listed, arranged by length of the SMILES, lowest first.
SMILES,Smad3 inh,sEH activator,VCAM1 TNFa inh,sEH inh,ERb SRC1 inh,TNFa cytotox,HUVEC tox IL1B,cytoskel mod,Calb biofilm kill
CC(C)N1C(=S)SC(C)(C)C1NO (stereo unspecified),-2,-6,6,4,0,-17,-77,-4,5
O=C(Nc1ccon1)c1sc2cc(F)ccc2c1Cl,3[fluorescence artefact?],9,-1,-6,5,-15,-19,-3,nt
O=C(Nc1cccnc1)c1ccc(COc2ccccc2Br)o1,4,-7,-2,12,-16,nt,-21,-6,4
COC(=O)c1cccc(NC(=O)Cn2nnc3ccccc32)c1,4,-7,11,6,-2,-13,-1,54,2
Cc1ccc(S(=O)(=O)CC2CSc3nc(N)cc(=O)n32)cc1 (stereo unspecified),3,nt,21,nt,-6[fluorescence artefact?],-22,-5,0,6
Cn1c(=O)c(=O)n(C)c2cc(S(=O)(=O)N3CCCCC3)ccc21,5,9,-7,-6,-14,17,14,-16,3
Cc1ccc2nc(-c3ccc(N4C(=O)CC(N5CCCC(C)C5)C4=O)cc3)sc2c1 (stereo unspecified),nt,0,-3,2,nt,-42,10,19,nt
